GlmU inhibition: inhibition of mycobacterial GlmU enzyme – biochemical, glucosamine-1-phosphate acetyltransferase (AID 1376); Bifunctional protein GlmU (Mycobacterium tuberculosis (strain ATCC 25618 / H37Rv)); M. tuberculosis GlmU acetyltransferase enzyme assay; higher % means a stronger effect; inhibition, %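 (tested at 30 µM in the primary screen)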, or IC50 in µM where a hit was titrated; hit rate 0.25% among 220,000; in the data active = inhibition above about 13%;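 note: 0% = complete reaction with vehicle and 100% = reaction without substrate; strong numbers were not always called active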
RmlCD inh 1536: M. tuberculosis RmlC/RmlD coupled enzyme inhibitors, primary screen, biochemical, compound mixtures, 384-well, from 1536-well plates. AID 1533, 2009. inhibition, % at 3.6 µM. RmlC+RmlD coupled enzyme assay, percent inhibition; primary screen in compound mixtures. hit rate 0.03% among 160,000. dTDP-4-dehydrorhamnose reductase (Mycobacterium tuberculosis (strain ATCC 25618 / H37Rv)) …; in the data active = inhibition mostly above about 34%, no sharp cut-off; note: some results filed as inactive read as strong as hits
Target sequence (P9WH09 whole entry, looked up): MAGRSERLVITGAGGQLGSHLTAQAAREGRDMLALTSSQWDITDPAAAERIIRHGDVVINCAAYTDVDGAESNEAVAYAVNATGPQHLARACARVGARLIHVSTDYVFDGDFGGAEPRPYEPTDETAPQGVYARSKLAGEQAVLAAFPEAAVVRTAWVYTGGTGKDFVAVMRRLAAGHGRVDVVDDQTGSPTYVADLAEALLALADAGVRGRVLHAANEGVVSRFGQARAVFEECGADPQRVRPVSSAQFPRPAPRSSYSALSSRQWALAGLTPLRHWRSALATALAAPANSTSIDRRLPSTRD
Target sequence (P9WH11 whole entry, looked up): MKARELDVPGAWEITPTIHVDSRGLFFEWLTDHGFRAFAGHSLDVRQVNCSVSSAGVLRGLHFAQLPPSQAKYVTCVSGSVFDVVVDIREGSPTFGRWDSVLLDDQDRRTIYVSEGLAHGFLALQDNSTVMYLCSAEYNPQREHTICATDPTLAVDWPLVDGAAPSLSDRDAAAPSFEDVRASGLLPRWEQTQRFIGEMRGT
* marks the source's active call; other numbers are inactive results; · = no result given. The list is partial; the hit share may differ from the screen's.

Under each structure – GlmU inhibition, RmlCD inh 1536
COc1ccc(CCNC(=O)CCN2C(=O)c3ccccc3C2=O)cc1OC
→ 6.2%, 5
CCOc1ccc2nc(SCC(=O)N3c4ccccc4Sc4ccccc43)sc2c1
→ 0.1%, 1
C/C(=N\NC(=O)c1ccccc1)c1ccccc1F
→ 4.2%, -7
CCN(c1ccccc1)S(=O)(=O)c1ccc(Cl)nc1
→ 6.9%, -4
O=C(Cn1c2c(c(=O)n3ncnc13)CCC2)N/N=C/c1cccs1
→ ·, -2
CCC(c1nnnn1CCOC)N1CCN(c2cccc(C(F)(F)F)c2)CC1 (stereo unspecified)
→ 6.5%, 0
O=CN(/C=C1\Sc2ccccc2C1=O)Cc1ccccc1
→ -1.9%, 2
COc1cccc(CN2CCNC(=O)C2CC(=O)N(C)CCc2ccccn2)c1 (stereo unspecified)
→ 2.4%, -9
CN(C)CCNC(=O)COc1ccc(C23CC4CC(CC(C4)C2)C3)cc1
→ -14%, 9
C=CCOc1c(Br)cc(/C=N\n2nnnc2N)cc1OC
→ -8.3%, -8
Cc1cccn2cc(CNC(=O)CC3CCCC3)nc12
→ 3.0%, 2
COc1ccc(S(=O)(=O)NC(CC(=O)N2CCc3ccccc32)c2ccco2)cc1 (stereo unspecified)
→ 3.8%, 9
Cn1cc(SCC(=O)N2CCCc3ccccc32)c2ccccc21
→ -4.5%, -4
COCc1c(C(=O)N/N=C/C2CC=CCC2)nnn1-c1nonc1N (stereo unspecified)
→ 6.5%, ·
COCCn1c(SCC#N)nnc1-c1ccccc1O
→ 1.3%, -3
COc1ccc(C)cc1NC(=O)C1CCN(S(=O)(=O)c2cccc3cccnc23)CC1
→ 2.3%, -8
CCNC(=S)Nc1cccc(S(=O)(=O)NC2=NCCC2)c1
→ 3.7%, 10
CCOC(=O)C(Oc1ccc(=O)[nH]n1)C(C)=O (stereo unspecified)
→ 1.9%, ·
C/C=C/Cn1c(SCc2ccccc2)nc2c1c(=O)[nH]c(=O)n2C
→ -1.3%, -4
CN(C)c1nc(N)c([N+](=O)[O-])c(NCc2ccccc2)n1
→ 5.8%, -14

Compound profiles, from the list above. Screens in order: GlmU inhibition | RmlCD inh 1536
`O=C(Cn1c2c(c(=O)n3ncnc13)CCC2)N/N=C/c1cccs1` across the screens: · | -2
`C/C=C/Cn1c(SCc2ccccc2)nc2c1c(=O)[nH]c(=O)n2C` across the screens: -1.3% | -4
`CCOc1ccc2nc(SCC(=O)N3c4ccccc4Sc4ccccc43)sc2c1` across the screens: 0.1% | 1
`CN(C)CCNC(=O)COc1ccc(C23CC4CC(CC(C4)C2)C3)cc1` across the screens: -14% | 9

Remaining list, next part.
Under each structure – GlmU inhibition, RmlCD inh 1536
CC(C)CCn1c(=O)c2ccccc2n2c(CCl)nnc12
→ -2.7%, -6
COc1ccc(-c2nc(-c3ccc(NC(=O)c4ccc(Br)o4)cc3)no2)cc1OC
→ -8.8%, 10
CCc1sc(NC(=O)CCC(=O)O)nc1-c1cc2ccccc2oc1=O
→ 3.0%, ·
O=C(Nc1cnn(Cc2ccc(F)cc2)c1)c1noc2c1CCCC2
→ 7.8%, -9
S=C1NCN(Cc2cccnc2)CN1c1cccc2ccccc12
→ -1.5%, 4
CCN(CC)S(=O)(=O)c1cccc(NC(=O)COC(=O)C2COc3ccccc3O2)c1 (stereo unspecified)
→ 3.5%, ·
COc1ccc(C2=NO[C@@H]3C(=O)N(Cc4ccccc4)C(=O)[C@H]23)cc1OC
→ 0.4%, ·
CC1(Cc2cn(CCC#N)c3ccccc23)OCCO1
→ -6.0%, 15
CSc1nc2cc(C)nn2c(-c2ccc(C(C)(C)C)cc2)c1C#N
→ 0.8%, 1
Cc1ccccc1NC(=O)CNC(=O)c1ccc(C(F)(F)F)cc1
→ -1.6%, -6
O=C1N(c2ccc3c(c2)OCCO3)C(c2ccccc2)C1(F)F (stereo unspecified)
→ -1.0%, 1
CC1=C(C(=O)Nc2ccc(C)cc2C)C(c2cccs2)NC(=S)N1 (stereo unspecified)
→ 3.7%, 6
COC(C[C@@H]1O[C@@H]1C(=O)[C@@H](C)OCc1ccccc1)OC
→ 15%*, ·
CCCCCCCNc1nc(Cl)nc(NCCO)n1
→ 1.0%, 2
CCn1nnc(NC(=O)C(C)(c2ccccc2)c2ccccc2)n1
→ 0.4%, -20
Cc1[nH]c2ccccc2c1C(=O)C(=O)N1CC2CC(C1)c1cccc(=O)n1C2 (stereo unspecified)
→ 3.2%, -8
CCOc1ccc(-c2nnc3ccc(SCC(=O)Nc4nc5ccc(C)cc5s4)nn23)cc1
→ 1.7%, 8
Cc1ccc2[nH]c(=S)n(-c3cccnc3)c(=O)c2c1
→ 3.5%, 3
C[C@@H]1CN(c2nc3nonc3nc2N2CCSCC2)C[C@H](C)O1
→ -0.8%, 11
c1ccc(-n2nnnc2SCc2cn3ccccc3n2)cc1
→ 2.9%, ·

A second format for part of the listing above:
Compound	GlmU inhibition	RmlCD inh 1536
CC(C)CCn1c(=O)c2ccccc2n2c(CCl)nnc12	-2.7%	-6
COc1ccc(-c2nc(-c3ccc(NC(=O)c4ccc(Br)o4)cc3)no2)cc1OC	-8.8%	10
CCc1sc(NC(=O)CCC(=O)O)nc1-c1cc2ccccc2oc1=O	3.0%	·
O=C(Nc1cnn(Cc2ccc(F)cc2)c1)c1noc2c1CCCC2	7.8%	-9
S=C1NCN(Cc2cccnc2)CN1c1cccc2ccccc12	-1.5%	4
CCN(CC)S(=O)(=O)c1cccc(NC(=O)COC(=O)C2COc3ccccc3O2)c1 (stereo unspecified)	3.5%	·

Next part
Under each structure – GlmU inhibition, RmlCD inh 1536
c1ccc(N2CCN(c3cnc4ccccc4n3)CC2)cc1
→ -2.1%, ·
O=C(CN1C(=O)C2CC=CCC2C1=O)NC1CCCCC1 (stereo unspecified)
→ -4.8%, -7
O=C(CCn1c(=S)oc2ccccc21)Nc1ccc(F)cc1
→ 1.0%, 4
CSc1ccc(CNC2CC2)cc1
→ 2.1%, 15
O=C(CSc1nnc(-c2cccs2)o1)OC1CCCCC1
→ -0.9%, -7
CCC(=O)Nc1cccc2ccccc12
→ 3.1%, 11
COc1ccc(CNC(=O)CCn2c(=O)oc3ccccc32)c(OC)c1
→ -2.9%, -10
Cc1c(O)c(S(=O)(=O)c2ccccc2)c(=O)n(-c2ccccc2)c1-c1ccccc1
→ 6.8%, -11
CC(=O)c1sc(-c2ccccc2)cc1N
→ 2.6%, 18
O=C(C1CCN(S(=O)(=O)c2cnc[nH]2)CC1)N1CCn2c1nc1ccccc12
→ 1.8%, 2
CCOC(=O)c1cnc(-n2cc(C)cn2)nc1NCc1ccc2c(c1)OCO2
→ 7.4%, ·
O=C(CN1CCN(c2ccc(Cl)cc2)CC1)Nc1cccc(F)c1
→ 4.4%, 10
O=C(O)c1cccc(Nc2nc(C(F)(F)F)nc3ccccc23)c1
→ 11%, 1
O=C(COC(=O)c1ccc2c(c1)OCCO2)NCCC1=CCCCC1
→ 2.6%, ·
Cc1nn(-c2ccccc2)c(C)c1/C=N/n1cnnc1
→ 3.9%, -17
C=C(C)Cn1c(=O)c(NC(=O)c2ccccc2)c2n(c1=S)CCC2
→ 5.1%, -5
COc1ccccc1/C=C/C(=O)NCC(=O)N/N=C(\CCC(=O)O)c1ccccc1
→ -3.1%, 2
CCOC(=O)C1CCCN(CC(=O)NC2=Nc3ccccc3N=C(C)C2c2ccccc2)C1 (stereo unspecified)
→ -1.2%, 7
N=C1CCCN1c1ccccc1O
→ 0.6%, -4
COc1ccc(-c2cn[nH]c2-c2ccc(OCc3ccc([N+](=O)[O-])cc3)cc2O)cc1OC
→ -1.5%, ·
CCOc1ccc(NC(=S)N2CCC(N(C)CCN3CCOCC3)CC2)cc1
→ -0.3%, -8
COc1ccccc1C1CC(=O)NC(C)=C1C(=O)OCC(C)C (stereo unspecified)
→ -3.6%, ·
O=C(CCn1[nH]c(=O)c2ccccc2c1=O)NCCO
→ -2.4%, ·
CC1=C(C(=O)OCC(C)C)C(c2ccc(Br)s2)NC(=O)N1 (stereo unspecified)
→ -5.7%, -7
CC1(C)CC(=O)C(N=Nc2ccc(OC(F)F)cc2)=C(O)C1
→ -4.6%, 11
C/C(=N/NC(=O)Cc1cc(=O)[nH][nH]1)c1ccc([N+](=O)[O-])cc1
→ 2.6%, ·
CC1(C)Cc2c(sc3nc[nH]c(=O)c23)CO1
→ 0.6%, -9
CCn1c2ccccc2c2cc(/C=N/n3cnnc3)ccc21
→ 6.6%, -4
CCOc1cc(C2NC(=O)NC(C)=C2C(=O)OCc2ccccc2)ccc1O (stereo unspecified)
→ 1.9%, -6
Cc1cc(=O)[nH]c(/N=C(\N)Nc2ccc(Oc3ccccc3)cc2)n1
→ -0.5%, ·
Cc1ccc(CSc2nnc(C(F)(F)F)n2Cc2ccc(F)cc2)cc1
→ 0.8%, 0
O=C1NCCCN1Cc1ccc(F)cc1Cl
→ 2.4%, 9
CC(=O)Nc1ccc(NC(=O)C(=O)c2cn(CC(=O)N3CCCCC3)c3ccccc23)cc1
→ ·, 4
O=C(NC(=S)Nc1nc(-c2ccccc2)cs1)c1ccco1
→ -4.1%, ·
CCOc1ccccc1N1C(=O)CC(Sc2n[nH]c(-c3ccccc3)n2)C1=O (stereo unspecified)
→ 7.3%, 5
CCN(C(=O)COC(=O)c1cccnc1SC)C1CCS(=O)(=O)C1 (stereo unspecified)
→ 0.5%, 16
CCOc1ncccc1C(=O)OCC(=O)c1ccccc1Br
→ 3.9%, 16
CCOc1cc(S(=O)(=O)NCc2ccncc2)ccc1Cl
→ 1.5%, -10
COc1ccc(C(=O)N/C(=C/c2cccnc2)C(=O)NCc2ccco2)cc1OC
→ 2.8%, 3
CCN(CC)CCCOc1nc(C)nc2c1oc1ccccc12
→ 5.2%, ·
CCCCN1C(=O)NC(NC(C)=O)(C(F)(F)F)C1=O (stereo unspecified)
→ -1.2%, ·
COCCNC(=O)COC(=O)CSCc1nc2ccccc2s1
→ -0.8%, 21
O=C(c1cc(-c2ccncc2)nc2ccccc12)N1CCN(c2ccccn2)CC1
→ 3.8%, 9
COC(=O)C(/C=N/OCc1ccc([N+](=O)[O-])cc1)NC(=O)c1ccccc1 (stereo unspecified)
→ -1.6%, 9
CC(=O)CCC(=O)c1ccc2ccccc2c1
→ 4.5%, -12
CCOP(=O)(c1ccccc1)c1nc(-c2ccccc2C)oc1NCc1ccccc1 (stereo unspecified)
→ 1.4%, ·
C=CCN=C(C)C1=C(O)CCC1=O
→ 2.8%, ·
O=C(c1ccc(Cl)s1)N1CCN(c2ncccn2)CC1
→ 0.7%, ·
CCCCn1c(SCc2nc(N)nc(N3CCCCC3)n2)nc2c1c(=O)n(C)c(=O)n2C
→ 2.5%, -10
COc1ccc(N2C(=O)CCC(C(=O)N(C)CCc3ccccn3)C2c2ccc(OC)c(OC)c2)cc1 (stereo unspecified)
→ 7.9%, 10
CC(C)(C)c1nc2ccc([N+](=O)[O-])cc2[nH]1
→ -1.0%, 8
CCn1c2ccccc2c2nnc(SCC(=O)c3c(N)n(C)c(=O)n(C)c3=O)nc21
→ 3.5%, 3
COc1ccc(-c2nc(-c3ccccn3)nc(N3CCN(C)CC3)c2C#N)cc1
→ 0.4%, -7
Cc1n[nH]c(C)c1CCc1nc2c3ccccc3nc(SCC(=O)Nc3ccccc3F)n2n1
→ 2.7%, -16
CCOc1ccc(Cl)cc1S(=O)(=O)n1cnc2ccccc21
→ 2.1%, ·
CC(=O)Nc1ccc(S(=O)(=O)CCC(=O)O)cc1
→ 0.2%, ·
COCc1cc(=O)n2c(-c3ccc(C)cc3)n[nH]c2n1
→ -0.5%, 4
COc1ccc(NC(=O)C2CCCN2C(=O)NCc2ccccc2)cc1OC (stereo unspecified)
→ 4.2%, ·
CC1CCCCN1C(=O)Cn1cc(C=O)c2ccccc21 (stereo unspecified)
→ 1.9%, -8
CN(Cc1cc(-c2ccccc2)on1)C(=O)c1cc(COc2c(F)cccc2F)on1
→ 0.7%, ·

Carrying on.
Under each structure – GlmU inhibition, RmlCD inh 1536
COc1cc(Cl)c(C)cc1NC(=O)CSCC#N
→ -1.5%, ·
C=CCNC(=O)c1c(Br)cnn1-c1ccc(C)cc1
→ -4.1%, 0
CCCCCCCCCCC[C@@H](C[C@@H]1OC(=O)[C@H]1CCCCCC)OC(=O)[C@H](CC(C)C)NC=O
→ 0.3%, -5
CC(=O)Nc1ccc(-c2ccnc(-c3ccc(NC(C)=O)cc3)n2)cc1
→ -0.1%, -11
NS(=O)(=O)c1ccc(NC(=S)Nc2ccc(F)c(F)c2)cc1
→ -0.5%, -12
CC(C)C(=O)N1CCN(c2ccc([N+](=O)[O-])c(NC(C)c3ccccc3)c2)CC1 (stereo unspecified)
→ -3.4%, 2
Cc1ccc(NC(=O)N2CCN(Cc3ccc4c(c3)OCO4)CC2)cc1
→ -0.1%, ·
N#Cc1c(N)c(C(=O)c2ccccc2)n2c1CCC2
→ 1.8%, -14
O=C(CCc1ccc(S(=O)(=O)NCCc2ccccc2)cc1)NCc1ccco1
→ -3.5%, ·
Cc1cccc(N2CCN(C(=O)c3cc(=O)[nH]c4ccccc34)CC2)c1C
→ -2.9%, -11
Cn1c(O)c(C(=Nc2ccc(F)cc2)c2ccccc2)c(=O)n(C)c1=O
→ -3.3%, -10
CCOC(=O)c1c(Nc2nc(C)c(C(=O)NC)s2)sc(C)c1C
→ 9.3%, -1
CCOc1ccc2nc(SC3CC(=O)N(c4ccc(OC)cc4OC)C3=O)sc2c1 (stereo unspecified)
→ -0.4%, 6
Cc1cc(C)n2nc(C(=O)OCC(=O)c3c[nH]c4ccccc34)nc2n1
→ -2.7%, 2
Brc1cnc(N2CCCC2)nc1N1CCCCC1
→ -1.8%, 6
CC1CCCN(C(=O)Cn2c(=O)oc3ccccc32)C1 (stereo unspecified)
→ 6.0%, 11
Cc1ccc2nc(NC(=O)c3ccco3)sc2c1
→ 2.1%, ·
